Ins promoter up = MIN6 insulin promoter up-regulation; 190,000 compounds, 0.3% hits; MIN6 insulin promoter-GFP reporter, high-content imaging; active compounds read high; z-score at 5 µM;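 active means z-score above 3 at 5 µM with at least 500 cells counted in the well; inconclusive means wells under 500 cells, flagged as cytotoxic or low count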
P. falciparum M17LAP = P. falciparum M17LAP inhibitors, primary screen, biochemical, fluorogenic H-Leu-NHMec substrate, 1536-well (AID 1619) | 220,000 compounds, 0.38% hits | one-dose inhibition, % at 30 µM; IC50 in µM for titrated hits | recombinant M17LAP, H-Leu-NHMec fluorogenic kinetic assay; higher % means a stronger effect;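 active means compound inhibiting the enzyme by more than half at any dose during confirmatory dose-response retesting; inconclusive means strong single-dose inhibitors picked by rank but not retested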;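 further: plate controls were full reaction with DMSO carrier for no effect and no enzyme background for full effect; strong numbers were not always called active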
MT stabilizer = microtubule stabilizers in HeLa cells; HeLa tubulin immunostaining HCS, 24 h; share of cells brighter than vehicle mean+2SD; % tubulin-high responders, % at 10 µM; 200,000 compounds, 0.83% hits; AID 2205;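 active means plate Z-score above 3 for both tubulin-high and condensed-nucleus cell shares, with cell loss under 80%, at 10 µM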;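 further: anti alpha tubulin signal scored within the nucleus-defined area of each cell; some results filed as inactive read as strong as hits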
K1F lysis inhibition = inhibition of K1F phage lysis, E. coli UTI89, bacterial capsule biogenesis inhibitors, alamar blue (AID 488966); 340,000 compounds, 0.02% hits; E. coli UTI89 K1F phage lysis, alamar blue, 2 h; higher % means a stronger effect; one-dose inhibition, % at 100 µM; IC50 in µM for titrated hits;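 active means phage lysis inhibition, versus mean bacterial control, above a set limit; inconclusive means no clear call, values can overlap the other calls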;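 further: capsule biogenesis inhibitors block K1F phage lysis so surviving cells raise fluorescence; higher fluorescence means more inhibition of phage lysis; actives were called in the ten point dose series up to 300 µM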
bCat nuc transl = alters nuclear translocation of beta-catenin in HeLa cells | immunofluorescence imaging | nuclear translocation activity, % at 5 µM | 190,000 compounds, 0.3% hits | AID 1665;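 active means nuclear translocation activity above 50% at 5 µM, with a well cell count of 50 or more; inconclusive means wells under 50 cells across six images, flagged as toxic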;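 further: per-cell ratio of nuclear to cytoplasmic median beta-catenin stain intensity; plate controls were DMSO negative control for no effect and GSK-3 inhibitor IX positive control for full effect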
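Test system: HeLa cells, endogenous beta-catenin; Compound: single 5 µM dose plus 0.02–20 µM confirmation series; Times: compound exposure 24 h at 37°C; Signal: fluorescence imaging of beta-catenin antibody stain plus DAPI; Read-out: % activation, nuclear-to-cytoplasmic median beta-catenin signal ratio per cell.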
Dynein transport = dynein cargo transport inhibition. 3617.4 mouse cells, GR-EGFP nuclear translocation imaging; test concentration mostly 20 µM; stimulated with dexamethasone, 1 µM; active compounds read low. z-score, hits read low. 220,000 compounds, 0.47% hits;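 active means plate z-score of nuclear minus cytoplasmic receptor signal below a set negative limit, without overly bright fluorescence or cell loss, cut at about -3.5 in these data, passing the limit was not always enough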;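 further: z-score of nuclear minus cytoplasmic ring GR-EGFP intensity difference per well; some compounds called inactive have numbers as strong as hits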
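Buffer or medium: tetracycline-free induction medium containing charcoal-stripped FBS / Reagent: dexamethasone agonist, 1.0 µM final, for 30 min / Technique: automated 10x imaging of fixed Hoechst-stained cells / Times: induction 48 h, compound 1 h, agonist 30 min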
ER stress rescue = rescue of cells from ER stress-induced death, primary screen, 384-well, CSM14.1, thapsigargin, ATP luminescence (AID 1222). CSM14.1 thapsigargin-induced death rescue, ATP luminescence; higher % means a stronger effect. cellular ATP content (survival), % at 20 µM; hits with a dose series show EC50 in µM. 190,000 tested, under 10 active;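 active means EC50 below 50 µM in the dose-response confirmation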;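 further: death triggered by thapsigargin at about 15 µM added after 2 h compound pretreatment; cell ATP read after overnight thapsigargin exposure of roughly 18 to 22 hours; normalized against plate controls of thapsigargin alone and 5% DMSO vehicle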
Autophagy mod = alters autophagy in cells; calls only at 10 µM (by protocol); AID 463193; 190,000 compounds, 0.98% hits; MEF GFP-LC3 puncta imaging; test concentration mostly 10 µM;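 active means percentage of spot-positive cells more than 3 SD above its plate mean, without a fluorescence outlier flag or 80% toxicity; inconclusive means no clear call, values can overlap the other calls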;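 further: spot-positive cell cutoff set from DMSO-treated cells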
P. falciparum M1AAP = P. falciparum M1AAP inhibitors, biochemical, fluorogenic H-Leu-NHMec substrate, 1536-well (AID 1445). recombinant M1AAP, H-Leu-NHMec fluorogenic kinetic assay; higher % means a stronger effect. inhibition, % at 30 µM, or IC50 in µM where a hit was titrated. 220,000 compounds, 0.42% hits;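 active means primary inhibition above the hit cutoff, then over 50% inhibition at one or more dose response concentrations, cut at about 23% in these data, passing the limit was not always enough; inconclusive means conflicting primary data, or primary hits not chosen for dose response; inactive means low primary inhibition, or under 50% at every dose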;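 further: plate controls were DMSO full reaction for no effect and no enzyme background for full effect; strong numbers were not always called active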
Dynein transport cytoplasmic EGFP = also measured in Dynein transport; calls as there; z-score; measured here: cytoplasmic GR-EGFP intensity; active compounds read high
Dynein transport nuclear GR-EGFP = recorded beside Dynein transport, whose call it bears; z-score; measured here: nuclear GR-EGFP intensity;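 lower value marks the stronger effect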
Dynein transport cell count = also measured in Dynein transport; calls as there; z-score; measured here: cell count per field
Ins promoter up cell count = also measured in Ins promoter up; calls as there; cell count; measured here: cytotoxicity, nuclei count;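 total cells summed across four imaged fields per well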
bCat nuc transl cell count 5 µM = further read-out of bCat nuc transl, marked with its call; cell count; measured here: cell count, cytotoxicity flag
MT stabilizer Hoechst-high % = recorded beside MT stabilizer, whose call it bears; % Hoechst-high responders; measured here: nuclear condensation Hoechst responders;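 share of cells brighter than vehicle mean plus two SD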
MT stabilizer cytotoxicity % = second read-out of MT stabilizer, no call of its own (marks repeat the call); toxicity, %; measured here: cytotoxicity by cell density;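 0% = mean cell density of plate MIN control wells and 100% = no cells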
Autophagy mod cell loss 18 h = further read-out of Autophagy mod, marked with its call; toxicity, %; measured here: cell loss, nuclei count;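 cell loss after 18 h compound exposure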
The depositor's hits bear a star; i = inactive; ? = inconclusive; · = not tested or not shown; [ ] = another dose, or the depositor's remark.

SMILES | Ins promoter up | Ins promoter up cell count | P. falciparum M17LAP | MT stabilizer | MT stabilizer Hoechst-high % | MT stabilizer cytotoxicity % | K1F lysis inhibition | bCat nuc transl | bCat nuc transl cell count 5 µM | Dynein transport | Dynein transport cytoplasmic EGFP | Dynein transport nuclear GR-EGFP | Dynein transport cell count | ER stress rescue | Autophagy mod | Autophagy mod cell loss 18 h | P. falciparum M1AAP
COc1ccccc1N1CCN(C(=O)c2cccc(N3C(=O)NC4CC3(C)Oc3ccccc34)c2)CC1 (stereo unspecified) | -1.1 | 897 | -12% | 6.3 | 3.6 | 11 | 5.7% | 6.6 | 1405 | -0.44 | -0.3 | -0.26 | 1.6 | -1.4% | i | -4 | 11%
COc1ccc(OC)c(C2NC(=S)NC(C)=C2C(=O)Nc2ccccn2)c1 (stereo unspecified) | -0.01 | 1436 | 21% | 2.4 | 1.7 | 1.9 | 0.0% | 0.3 | 1466 | 0.47 | 0.58 | 0.51 | -1.2 | -0.6% | i | -10 | 0%
O=c1nc(-c2ccccc2)cc(-c2ccccc2)[nH]1 | -0.08 | 1251 | -37% | 2.7 | 2.6 | 1.0 | 1.8% | -2.1 | 924 | -1.2 | -0.19 | -0.35 | 0.97 | · | i | -54 | 17%
CCCn1c(=O)c2[nH]cnc2n(-c2ccccc2C)c1=O | -0.58 | 1421 | -1% | · | · | · | 0.8% | 2.5 | 1379 | 0.032 | -0.27 | -0.092 | 0.29 | · | · | · | 3%
Cc1[nH]n2c(=O)c3c(nc2c1-c1ccc(F)cc1)CCCC3 | 0.34 | 1333 | · | 1.1 | 1.5 | 15 | · | -0.2 | 1002 | 1.3 | -0.058 | 1.4 | -1.5 | -0.8% | i | -7 | ·
CC(C)OC(=O)CSc1nnnn1-c1ccc2c(c1)OCCO2 | -1.1 | 1235 | -11% | 1.3 | 3.6 | 33 | 0.1% | · | · | -0.82 | -0.25 | -0.69 | 0.72 | -1.8% | i | 6 | 1%
COCCCNC(=S)NCCc1ccc(F)cc1 | -0.37 | 1202 | 7% | 4.2 | 1.1 | 10 | -0.4% | -1.6 | 1153 | 0.62 | -0.25 | 0.33 | -0.18 | 7.6% | i | -29 | 5%
Cc1ccccc1NC(=O)Cn1cnc2c(oc3ccccc32)c1=O | 0.46 | 920 | -2% | 1.4 | 1.6 | 7.1 | 0.1% | -3.7 | 1156 | 0.38 | -0.21 | 0.84 | 0.96 | -0.5% | i | -3 | 0%
COC(=O)C1CCN(C(=O)c2cc3c(=O)n4cccc(C)c4nc3n2Cc2ccccc2)CC1 | 0.34 | 1434 | 7% | · | · | · | -0.5% | -1.5 | 1053 | -0.068 | 0.32 | 0.019 | -0.14 | · | · | · | 6%
c1ccc(C2C3=C(Nc4ncnn42)c2ccccc2CCC3)cc1 (stereo unspecified) | 0.83 | 1285 | 7% | 5.4 | 2.9 | 6.5 | 1.0% | 1.0 | 1114 | 0.01 | -0.26 | 0.08 | -0.44 | -0.6% | i | -2 | 5%
COc1ccc(NC(=O)CSc2nnc(NC(=O)c3ccc(S(=O)(=O)N4CCOCC4)cc3)s2)cc1 | -0.11 | 1175 | 26% | 4.0 | 3.4 | 6.1 | 0.4% | -7.1 | 556 | 1.8 | 0.21 | 0.54 | -1.2 | -1.4% | i | 2 | -3%
CC(C)CC(c1nnnn1C(C)C)N1CCN(c2cccc(Cl)c2)CC1 (stereo unspecified) | 0.2 | 985 | 1% | 5.1 | 3.3 | 5.9 | 0.1% | 1.4 | 784 | -0.71 | -0.29 | -0.19 | -0.26 | -2.6% | i | 12 | 3%
N#Cc1c(NC(=O)C2CC(Cl)=CCC2C(=O)O)sc2c1CCCC2 (stereo unspecified) | 0.99 | 1379 | <1µM* | 3.6 | 2.5 | 7.2 | -0.8% | -0.5 | 1510 | -0.16 | -0.44 | -0.65 | 1.2 | -0.7% | i | -13 | 4%
O=C(CSc1ccc(-c2ccccc2)nn1)c1ccccc1 | 0.49 | 1424 | 11% | 1.0 | 2.6 | 4.8 | 0.9%[50 µM] | 1.8 | 1097 | -0.54 | -0.22 | -0.24 | -0.2 | 0.0% | i | 5 | 6%
COc1ccc(/C=N/n2c(SC)nnc(C(C)(C)C)c2=O)cc1OC | 0.44 | 897 | -1% | 2.8 | 1.0 | 9.5 | 0.7% | · | · | 1.9 | 0.37 | 1.1 | -1.4 | 1.2% | i | 34 | 8%
CC1CCCCN1C(=O)CSc1nnc(-c2c[nH]c3ccccc23)o1 (stereo unspecified) | 0.73 | 985 | -3% | 1.5 | 1.1 | 4.8 | -0.1% | -0.7 | 840 | -0.62 | -0.23 | -0.067 | 0.94 | -1.9% | i | 8 | 5%
COc1ccccc1-c1cc(C(=O)Nc2ccc(F)cc2F)no1 | 0.64 | 1296 | -2% | 3.2 | 1.9 | 12 | 4.6% | 2.4 | 893 | -0.54 | -0.22 | -0.029 | 0.95 | -1.9% | i | 1 | 0%
COc1ccc(NC(=O)Cn2cnc3c(cnn3C(C)(C)C)c2=O)cc1OC | 0.61 | 1187 | -4% | 2.9 | 3.1 | 3.6 | 0.0% | -1.2 | 1174 | -1.3 | -0.27 | -0.8 | 0.57 | 0.6% | i | -3 | 2%
Cc1ccc(C)n1-c1ncn[nH]1 | 0.71 | 800 | -2% | 5.6 | 4.5 | 6.5 | 0.3% | -1.5 | 1027 | 0.8 | -0.35 | 0.35 | 0.18 | 1.5% | i | -11 | -3%
Cc1ccc2nc(NC(=O)C3CCN(S(=O)(=O)c4cc([N+](=O)[O-])ccc4Cl)CC3)sc2c1 | ? | · | 2% | 4.6 | 3.0 | 7.4 | 0.0%[50 µM] | · | · | -0.19 | -0.26 | -0.46 | 0.016 | 2.4% | i | 1 | 0%
O=C(NC1CCN(Cc2ccccc2)CC1)C1CCCN(c2nnc(-n3cccc3)s2)C1 (stereo unspecified) | -1.1 | 2169 | 6% | 2.2 | 1.8 | 4.7 | 0.0% | 0.0 | 1085 | -0.55 | -0.2 | -0.19 | 0.62 | -0.3% | i | 0 | 5%
Cn1c(=O)c([N+](=O)[O-])c(NCc2ccccc2)c2ccccc21 | 0.74 | 1848 | -12% | 3.8 | 2.0 | 10 | 0.3% | -2.0 | 1046 | 2.1 | -0.17 | 0.82 | -2.6 | -3.1% | i | -27 | 7%
CCOC(=O)N=S(N)(=O)c1ccc(Cl)cc1 (stereo unspecified) | 0.19 | 1113 | 5% | 2.0 | 1.5 | 0.3 | 4.4% | -3.7 | 1136 | -0.089 | -0.12 | -0.041 | 0.48 | 1.5% | i | 3 | 5%
CC(C)(C)NC(=O)COC(=O)c1snc(C(=O)NC2CCCCC2)c1N | -0.26 | 1093 | -4% | 2.3 | 2.3 | 15 | 0.1% | · | · | -0.84 | -0.25 | 0.19 | 0.14 | · | i | 8 | 5%
CC(C)Oc1nc(-c2ccccc2Cl)nc2ccccc12 | 0.08 | 1142 | 6% | · | · | · | -0.1% | -1.0 | 1343 | -1.2 | -0.28 | -0.7 | 1.9 | · | · | · | -1%
CCn1ccnc1CN(C)Cc1nc(-c2ccccc2)no1 | 0.32 | 1480 | · | 2.1 | 1.7 | 7.8 | 0.0% | 1.2 | 933 | 0.26 | -0.27 | 0.6 | -0.54 | -1.6% | i | -4 | ·
COc1ccc(C)cc1NC(=O)c1ccc(NC(=O)CC2SC(N3CCCC3)=NC2=O)cc1 (stereo unspecified) | 0.71 | 1101 | 6% | 1.6 | 1.6 | 1.4 | 0.3% | -0.7 | 780 | -0.38 | -0.22 | -0.031 | 0.49 | 0.4% | i | 2 | 7%
CCOc1ccc(NS(=O)(=O)c2cc(NC(=O)c3cccc(C)c3)ccc2Cl)cc1 | -0.33 | 1491 | 7% | 23* | 14* | 49* | -1.9% | 12 | 1003 | 0.18 | -0.19 | -0.027 | -0.15 | 1.9% | i | 5 | 5%
CCOC(=O)C(NC(=O)c1cccc(Cl)c1)(OCc1ccccc1)C(F)(F)F (stereo unspecified) | -0.46 | 1375 | 0% | 3.0 | 2.5 | 9.7 | 4.0%[50 µM] | -0.5 | 630 | -0.46 | -0.24 | -0.25 | 1.2 | -1.2% | i | 5 | 7%
CCOc1cc(NC(=S)Nc2ccccc2)c(OCC)cc1NC(=O)c1ccccc1 | · | · | 1% | 0.8 | 2.1 | 20 | 0.9% | · | · | -0.78 | -0.22 | -0.88 | 1.7 | 5.2% | i | 3 | 0%
CCOC(=O)c1c(-c2ccc(OCC)cc2)csc1NC(=O)CCN1C(=O)c2ccccc2C1=O | -0.57 | 1242 | 4% | 3.4 | 8.7 | 7.0 | · | · | · | -0.96 | -0.18 | -0.68 | 0.61 | -0.6% | i | -40 | 0%

Screens deposited in PubChem by several laboratories.
